H9c2 TAG inh: triacylglycerol accumulation inhibition; H9c2 cells, Nile Red lipid (TAG) fluorescence; cells loaded with 200 µM oleic acid; inhibition, % at 12.5 µM; 0.66% of 230,000 active; AID 651582;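 active = pattern-corrected inhibition of lipid staining of at least 50% with the nuclear-stain viability signal not falling by more than 50%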;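 note: 0% = DMSO wells and 100% = triacsin C control wells; some results filed as inactive read as strong as hits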
H9c2 TAG inh DAPI viability: further read-out of H9c2 TAG inh, marked with its call; DAPI nuclei signal change (viability), lower = more cytotoxic, %;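 whole-well DAPI fluorescence read on a plate reader as a viability signal; minus 50 percent equals half of cells still viable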
Active calls of the source: *. An excerpt. The share of hits here may be higher or lower than overall.

(1) CN(C(=O)CCCN1CCCC1=O)C1CCCN(Cc2ccccc2F)C1 (stereo not given)
(2) O=C(O)C1(Nc2ccc(Br)cc2)CCCC1
(3) CCC1S/C(=N/S(=O)(=O)c2ccc(N)cc2)NC1=O (stereo not given)
(4) Cc1cc(C)nc(SCc2nnc(SCC(=O)Nc3nccs3)n2C)n1
(5) O=C(Oc1ccc(Cl)cc1)N1CCOCC1
(6) CCN(CC)S(=O)(=O)c1ccc(N2CCCC2)c(NC(=O)c2ccccc2OC)c1

Assay by compound	1	2	3	4	5	6
H9c2 TAG inh DAPI viability	1.4	0.6	-7.2	-5.1	4.0	-3.6
H9c2 TAG inh	-6.5	1.2	0.2	1.5	-15.4	-3.1

(7) COC(=O)c1[nH]c2ccccc2c1NC(=O)CNC1CCCCC1
(8) Cc1cccc(NS(=O)(=O)c2cc3c4c(c2)CCC(=O)N4CCC3)c1
(9) CC(Sc1nnc(N)s1)C(=O)c1c(N)n(C)c(=O)n(C)c1=O (stereo not given)
(10) CCN(CC)CCCN1C(=O)CSC1c1ccc([N+](=O)[O-])cc1 (stereo not given)
(11) Cc1ccc(C(=O)NNC(=O)c2ccncc2)cc1C
(12) CN(C)C1CCCCC=CC(=O)NC1 (stereo not given)

Assay by compound	7	8	9	10	11	12
H9c2 TAG inh DAPI viability	0.0	2.4	2.9	-0.2	-0.2	4.0
H9c2 TAG inh	19.0	-8.9	-2.3	-3.7	-4.6	11.0

(13) CC(Sc1nc(N)cc(=O)[nH]1)C(=O)Nc1cccc(Cl)c1 (stereo not given)
(14) CCCCC(c1nnnn1C1CCCC1)N1CCN(C2CCCC2)CC1 (stereo not given)
(15) CCC1NC(=O)c2cc(S(N)(=O)=O)c(Cl)cc2N1 (stereo not given)
(16) O=C(NCCc1ccc(S(=O)(=O)N2CCCC2)cc1)c1cccs1
(17) O=C1C(=O)N(CCN2CCOCC2)C(c2ccccc2)/C1=C(\O)c1ccc2c(c1)OCCO2 (stereo not given)
(18) O=C(CCc1nc(-c2ccccc2)no1)NCc1ccccc1CN1CCOCC1

Assay by compound	13	14	15	16	17	18
H9c2 TAG inh DAPI viability	-3.2	0.8	4.1	7.5	9.5	1.9
H9c2 TAG inh	-6.4	10.0	2.0	-5.6	18.6	8.2

(19) COC(=O)C1=C(C)N(CCc2c[nH]c3ccc(OC)cc23)C(=O)C1
(20) COC(=O)c1c(NC(=O)c2ccn(C)n2)sc2c1CCC2
(21) C/C(=N\NC(=O)C(=O)Nc1cc(C)ccc1C)c1ccncc1
(22) CCOc1ccc(Nc2oc(Cc3ccccc3)nc2C#N)cc1
(23) O=C1CSC(c2ccccc2)N1Cc1ccccc1 (stereo not given)
(24) Cn1cc(C(=O)NCC(=O)Nc2ccccc2Br)cn1

Assay by compound	19	20	21	22	23	24
H9c2 TAG inh DAPI viability	-0.8	10.3	4.3	-4.2	1.2	-10.8
H9c2 TAG inh	3.3	-9.5	-9.2	14.4	-9.4	12.4

(25) COc1cccc(NC(=S)N(CCc2c(C)[nH]c3ccc(C)cc23)Cc2cccs2)c1
(26) N#C/C(=C\c1ccc(N2CCOCC2)o1)c1nc2ccccc2[nH]1
(27) N#Cc1c(-c2ccc(Cl)cc2)cc(-c2ccccc2)nc1SCC(=O)O
(28) COc1cc(/C=N/O)ccc1Oc1ccc([N+](=O)[O-])cc1[N+](=O)[O-]
(29) CC1=C(C(=O)N2CCOCC2)C(c2cccs2)NC(=O)N1 (stereo not given)
(30) CC(=O)Nc1c(O)c2ccccc2[nH]c1=O

Assay by compound	25	26	27	28	29	30
H9c2 TAG inh DAPI viability	24.0	-0.1	-0.7	-1.0	0.7	-3.5
H9c2 TAG inh	-2.6	-209.9	-7.2	-8.3	-9.0	3.4

(31) O=C(NCc1cccs1)C1CCCN(S(=O)(=O)c2ccc(Br)s2)C1 (stereo not given)
(32) COC(=O)c1sc(SC)c(-c2ccon2)c1C
(33) COc1cccc(C2CCCCN(C)C2=O)c1 (stereo not given)
(34) CC(C)CC(=O)N=C1SC2CS(=O)(=O)CC2N1Cc1ccccc1Cl (stereo not given)
(35) CC(C)c1ccc(NC(=O)COC(=O)CC2CCCC2)cc1
(36) N#Cc1ccc(N/N=C/c2cn(-c3ccccc3)nc2-c2ccccc2)c([N+](=O)[O-])c1

Assay by compound	31	32	33	34	35	36
H9c2 TAG inh DAPI viability	1.9	-1.4	8.8	2.4	1.7	-62.8
H9c2 TAG inh	-4.8	4.9	-25.2	-3.0	-6.2	77.0

(37) Fc1ccc(-c2csc(-c3ccncc3)n2)cc1
(38) Cn1c(CC(=O)NNC(=O)c2ccc(F)cc2F)nc2ccccc21
(39) Cc1ccc(C(=O)Nc2ccc(C)c(S(=O)(=O)N3CCOCC3)c2)c(C)c1
(40) CCOc1ccccc1NC(=O)Nc1ccc2c(c1)CCC2
(41) C/C(=N\NC(=O)c1ccccc1O)c1ccc(NC(=O)Cc2ccccc2)cc1
(42) Cc1ccccc1CNC(=O)C(C)Sc1ccccc1 (stereo not given)

Assay by compound	37	38	39	40	41	42
H9c2 TAG inh DAPI viability	2.1	-7.5	1.2	-2.4	-5.5	-6.4
H9c2 TAG inh	6.1	4.0	1.4	3.9	10.6	-46.5

(43) CCOc1ccc2[nH]c(=O)c(CN(CCO)C(=O)c3ccccc3F)cc2c1
(44) Cc1cc(CNC(=O)C(C)n2nc(C)c([N+](=O)[O-])c2C)c2ccccc2n1 (stereo not given)
(45) CCc1nc2ccc(C(=O)NCc3ccc(OC)cc3)cn2c1N(CC)Cc1cccc(Br)c1
(46) CSc1nc2ccc3nc(NC(=O)c4ccc(Cl)s4)sc3c2s1
(47) Cc1ccc(NC(=O)C2COc3ccccc3O2)cc1S(=O)(=O)N1CCCCC1 (stereo not given)
(48) COc1ccc(-c2noc(CCC(=O)NC3CCCCCC3)n2)cc1OC

Assay by compound	43	44	45	46	47	48
H9c2 TAG inh DAPI viability	-4.2	3.7	-0.5	14.1	0.2	5.2
H9c2 TAG inh	4.6	-8.1	-3.6	19.9	-39.4	5.3

(49) COc1ccc(N(CC(=O)N/N=C/c2cccnc2)S(=O)(=O)c2ccccc2)c(OC)c1
(50) c1coc(CN2CNc3nc4ccccc4n3C2)c1
(51) O=c1ccc2c(-c3ccccc3S(=O)(=O)O)c3ccc(O)c(O)c3oc-2c1O
(52) Cc1sc2nc(SCC(=O)Nc3ccc(S(N)(=O)=O)cc3)[nH]c(=O)c2c1C
(53) O=C(NCc1ccccn1)c1n[nH]c(=O)c2ccccc12
(54) O=C(CSc1ncccn1)Nc1ncc(C(F)(F)F)cc1Cl

Assay by compound	49	50	51	52	53	54
H9c2 TAG inh DAPI viability	0.3	-3.3	-7.4	-2.4	-4.7	-5.2
H9c2 TAG inh	-1.5	9.7	22.8	13.1	5.0	-2.9

A second format for some results above.
50: c1coc(CN2CNc3nc4ccccc4n3C2)c1
  H9c2 TAG inh DAPI viability = -3.3	H9c2 TAG inh = 9.7

51: O=c1ccc2c(-c3ccccc3S(=O)(=O)O)c3ccc(O)c(O)c3oc-2c1O
  H9c2 TAG inh DAPI viability = -7.4	H9c2 TAG inh = 22.8

52: Cc1sc2nc(SCC(=O)Nc3ccc(S(N)(=O)=O)cc3)[nH]c(=O)c2c1C
  H9c2 TAG inh DAPI viability = -2.4	H9c2 TAG inh = 13.1

53: O=C(NCc1ccccn1)c1n[nH]c(=O)c2ccccc12
  H9c2 TAG inh DAPI viability = -4.7	H9c2 TAG inh = 5.0

Further entries follow.
(55) O=C(Nc1ccc(O)cc1)/C(=C\c1ccncc1)NC(=O)c1ccccc1
(56) COc1ccc(C(=O)Nc2ccccc2C(=O)NC(C)C)cc1OC
(57) CC1(C)CC(CC(=O)NC(=S)Nc2ccc([N+](=O)[O-])cc2)C(=O)O1 (stereo not given)
(58) Cc1cccc(C(C)C)c1NC(=O)COC(=O)CN1C(=O)C2CC=CCC2C1=O (stereo not given)
(59) Cc1cc(C)c2c(=O)n(CC(=O)N3CCC(N4CCCCC4)CC3)sc2n1
(60) CCOc1ccc(C(=O)N2CCN(c3ccccn3)CC2)cc1

Assay by compound	55	56	57	58	59	60
H9c2 TAG inh DAPI viability	4.5	8.7	-19.0	-1.3	-0.1	-4.3
H9c2 TAG inh	-10.5	-8.4	-13.3	-10.5	11.2	3.4

(61) COc1cccc2sc3cc(NCc4ccc5c(c4)OCO5)ccc3c(=O)c12
(62) CC(C)CCN(C(=O)c1ccncc1)c1c(N)n(Cc2ccccc2)c(=O)[nH]c1=O
(63) CC1CN(c2ccc(S(=O)(=O)N3CCCC3)cn2)CC(C)O1 (stereo not given)
(64) O=C(NC1CCN(Cc2ccc(Cl)cc2)CC1)c1cn(-c2ccccc2)nc1-c1cccnc1
(65) CCN1C(=O)c2ccc(C(=O)Nc3ccc(O)cc3C)cc2C1=O
(66) COc1ccc(-n2cc(CNCCc3cnc[nH]3)c(-c3cccc(F)c3)n2)cc1
(67) COc1ccc(C(C)(O)c2nc(-c3ccncc3)cs2)cc1 (stereo not given)

Assay by compound	61	62	63	64	65	66	67
H9c2 TAG inh DAPI viability	12.9	1.4	-4.5	0.9	-4.7	34.4	-8.3
H9c2 TAG inh	3.3	-14.8	1.1	2.2	-6.5	27.9	-1.9

Some of the entries so far, as labelled records.
#62 CC(C)CCN(C(=O)c1ccncc1)c1c(N)n(Cc2ccccc2)c(=O)[nH]c1=O
- H9c2 TAG inh DAPI viability: 1.4
- H9c2 TAG inh: -14.8

#63 CC1CN(c2ccc(S(=O)(=O)N3CCCC3)cn2)CC(C)O1 (stereo not given)
- H9c2 TAG inh DAPI viability: -4.5
- H9c2 TAG inh: 1.1

#64 O=C(NC1CCN(Cc2ccc(Cl)cc2)CC1)c1cn(-c2ccccc2)nc1-c1cccnc1
- H9c2 TAG inh DAPI viability: 0.9
- H9c2 TAG inh: 2.2

#65 CCN1C(=O)c2ccc(C(=O)Nc3ccc(O)cc3C)cc2C1=O
- H9c2 TAG inh DAPI viability: -4.7
- H9c2 TAG inh: -6.5

Source: PubChem BioAssay
